# Screening data (PubChem BioAssay)
# H1N1 NS1A inhibition: NS1A inhibition, H1N1 influenza, cell based functional assay (AID 504329); NS1A functional cell-based assay, percent inhibition; higher % means a stronger effect; inhibition, % at 12.5 µM; hits with a dose series show IC50 in µM; 340,000 compounds, 0.3% hits; in the data active = a potency from the dose series; inconclusive = inhibition above about 27% without an active follow-up result; note: strong numbers were not always called active
# H37Rv inhibition: M. tuberculosis growth inhibition, HTS (AID 449762). M. tuberculosis H37Rv growth inhibition, 7H9 media; higher % means a stronger effect. one-dose inhibition, % at 25 µM; IC50 in µM for titrated hits. 330,000 compounds, 0.59% hits; in the data active = a potency from the dose series; inconclusive = inhibition above about 70% without an active follow-up result;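 note: bacterial growth assessed after seven days of incubation; strong numbers were not always called active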
# tuberculosis growth: growth inhibition of non-replicating M. tuberculosis (AID 488890). Mycobacterium tuberculosis non-replicating, growth inhibition; higher % means a stronger effect. one-dose inhibition, % at 25 µM; IC50 in µM for titrated hits. 320,000 compounds, 0.39% hits; in the data active = a potency from the dose series; inconclusive = inhibition mostly from about 82% at the one dose, without a potency; inactive = the rest, 99 in 100 with inhibition below about 76%;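 note: plate controls were DMSO cells for no effect and high antibiotic wells for full effect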
# VEEV TC-83 Vero: inhibitors of VEEV TC-83 cytopathic effect, confirmation, Vero cells (AID 588727) | Vero cells, VEEV TC-83 cytopathic effect inhibition; higher % means a stronger effect | one-dose inhibition, % at 20 µM; IC50 in µM for titrated hits | 350,000 compounds, 0.13% hits; in the data active = a potency from the dose series; inconclusive = inhibition mostly from about 14% at the one dose, without a potency; inactive = the rest, 99 in 100 with inhibition below about 12%; note: strong numbers were not always called active
# Salmonella PhoP GFP: PhoP regulon inhibitors, Salmonella typhi PhoP promoter GFP reporter, confirmatory (AID 1850) | Salmonella Typhi PhoP-promoter GFP reporter, fluorescence, 4 h; higher % means a stronger effect | inhibition, % at 50 µM; hits with a dose series show IC50 in µM | 310,000 compounds, 0.33% hits; in the data active = a potency from the dose series; inconclusive = inhibition mostly from about 25% at the one dose, without a potency; inactive = the rest, 99 in 100 with inhibition below about 19%;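 note: 0% = induced wells with vehicle and 100% = uninduced wells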
# VEEV TC-83 Vero 10K pilot screen: further read-out of VEEV TC-83 Vero, marked with its call; inhibition, %; measured here: 10K pilot screen inhibition
# The depositor's hits bear a star; i = inactive; ? = inconclusive; . = no result given.
# The first three entries, to show the layout:
SMILES,H1N1 NS1A inhibition,H37Rv inhibition,tuberculosis growth,VEEV TC-83 Vero,Salmonella PhoP GFP,others
COc1ccc(C(=O)Cc2nnc(C)s2)c(OC)c1,-1%,0%,16%,2.9%,3%,
Nc1nccc(/C=C/c2c(F)cccc2Cl)n1,11%,3%,13%,0.4%,0%,
Cc1cc(NC(=O)CN2C(=O)NC3(CCC(C)CC3)C2=O)no1 (stereo not drawn),-1%,-6%,-21%,1.0%,3%,

# This part in full, previewed entries included:
SMILES,H1N1 NS1A inhibition,H37Rv inhibition,tuberculosis growth,VEEV TC-83 Vero,Salmonella PhoP GFP,others
COc1ccc(C(=O)Cc2nnc(C)s2)c(OC)c1,-1%,0%,16%,2.9%,3%,
Nc1nccc(/C=C/c2c(F)cccc2Cl)n1,11%,3%,13%,0.4%,0%,
Cc1cc(NC(=O)CN2C(=O)NC3(CCC(C)CC3)C2=O)no1 (stereo not drawn),-1%,-6%,-21%,1.0%,3%,
COc1cc(/C=C2\C(C)=C(C#N)c3nc(N)c(C#N)c(C)c32)ccc1OCC(=O)O,-4%,9%,6%,1.0%,20%,
CCOc1ccc(C(=O)Cn2cnnc2C#N)cc1,-3%,0%,76%,0.1%,-8%,
Cc1c(/C(O)=C2/C(=O)C(=O)N(CCN3CCOCC3)C2c2ccccn2)cnn1-c1ccccc1 (stereo not drawn),.,-2%,11%,0.7%,16%,
Cc1ccc(CNC(=O)Cn2cnc(S(=O)(=O)N3CCCCC3)c2)o1,-25%,2%,8%,1.2%,-10%,
S=c1[nH]nc(CSc2nc3ccccc3s2)n1Cc1ccccc1,2%,.,-21%,4.6%,-10%,
Cc1c(C(=O)Nc2ccc(F)cc2)sc2ncn(CC(=O)N3CCCCC3)c(=O)c12,-5%,-2%,8%,3.4%,7%,
O=S(=O)(c1ccc(C(F)(F)F)cc1)N1CCN(CCOc2ccccc2)CC1,-1%,.,.,2.9%,.,
CC(=O)c1cccc(N(C(=O)c2ccco2)C(C(=O)NC2CCCC2)c2ccc(N3CCOCC3)cc2)c1 (stereo not drawn),0%,0%,2%,2.1%,-14%,
Cc1cccc(C)c1NC(=O)CN(c1ccccn1)S(=O)(=O)c1ccc(F)cc1,-10%,-6%,-6%,0.5%,4%,
Cc1cc(C)nc(/N=C2\NC(=O)CC(C(=O)O)N2CCc2c[nH]c3ccccc23)n1 (stereo not drawn),5%,-9%,-13%,1.6%,2%,VEEV TC-83 Vero 10K pilot screen=0.3
COC(=O)c1ccc(NC(=O)CCn2cccc2)cc1,3%,-2%,26%,1.7%,-9%,
Cc1ccc(S(=O)(=O)C2(C(=O)N3CCCC(C)C3)CC2)cc1 (stereo not drawn),-2%,-3%,-3%,i,3%,
O=C(OCCN1C(=O)c2cccc3c(N4CCOCC4)ccc(c23)C1=O)c1cccc(Cl)c1,.,-5%,79%,.,-114%,
COc1ccc(F)cc1C(=O)C1CCCN(Cc2c(C)n(C)n(-c3ccccc3)c2=O)C1 (stereo not drawn),-11%,-3%,-14%,i,7%,VEEV TC-83 Vero 10K pilot screen=0.1
Cc1cc(Br)c2[nH]cc(CCNC(=O)c3ccco3)c2c1,-7%,6%,33%,4.4%,-1%,
COc1cccc(C(=O)c2cn(CC(=O)NCc3ccco3)c3nc(C)ccc3c2=O)c1,6%,-2%,-5%,0.8%,1%,
COc1cccc(-c2cc(C(=O)N3CCN(c4ccc(F)cc4)CC3)no2)c1,-1%,5%,-6%,2.3%,8%,

# Reprinted at random: 5 entries already listed, in no set order.
SMILES,H1N1 NS1A inhibition,H37Rv inhibition,tuberculosis growth,VEEV TC-83 Vero,Salmonella PhoP GFP,others
Nc1nccc(/C=C/c2c(F)cccc2Cl)n1,11%,3%,13%,0.4%,0%,
COc1ccc(F)cc1C(=O)C1CCCN(Cc2c(C)n(C)n(-c3ccccc3)c2=O)C1 (stereo not drawn),-11%,-3%,-14%,i,7%,VEEV TC-83 Vero 10K pilot screen=0.1
O=C(OCCN1C(=O)c2cccc3c(N4CCOCC4)ccc(c23)C1=O)c1cccc(Cl)c1,.,-5%,79%,.,-114%,
CC(=O)c1cccc(N(C(=O)c2ccco2)C(C(=O)NC2CCCC2)c2ccc(N3CCOCC3)cc2)c1 (stereo not drawn),0%,0%,2%,2.1%,-14%,
S=c1[nH]nc(CSc2nc3ccccc3s2)n1Cc1ccccc1,2%,.,-21%,4.6%,-10%,

# Later entries
SMILES,H1N1 NS1A inhibition,H37Rv inhibition,tuberculosis growth,VEEV TC-83 Vero,Salmonella PhoP GFP,others
CCOc1ccc(N(C(=O)c2snc(C(N)=O)c2N)C(CC)C(=O)NC2CCCC2)cc1 (stereo not drawn),8%,6%,1%,1.6%,6%,
COc1ccc(OCc2cc(C(=O)N3CCSCC3)no2)c(Cl)c1,-5%,-5%,1%,4.2%,-5%,
CC1(C)Cc2c(c(N3CCOCC3)nc3sc(C(N)=O)c(N)c23)CO1,-4%,9%,8%,9.0%,-1%,
Cc1ccc(Oc2cc(NC(=O)CCCn3nc([N+](=O)[O-])c(Cl)c3C)cc([N+](=O)[O-])c2)cc1,-3%,?,-2%,2.6%,-12%,
CNC(=O)C1CC(=O)N(CCc2ccc(OC)c(OC)c2)C(=Nc2ccc(F)cc2)S1 (stereo not drawn),-3%,-11%,-20%,11%,-6%,
O=C(O)CCC(=O)NCCC1=c2ccccc2=N/C1=C\c1c(O)n(Cc2ccc(F)cc2)c(=S)[nH]c1=O,11%,6%,15%,2.3%,0%,
COc1ccccc1CNC(=O)C1CCN(C(=O)NC2CCCCC2)CC1,-11%,-7%,-1%,0.4%,1%,
O=C(CSc1c2c(nc3ccccc13)CCCC2)NCc1ccco1,-14%,4%,73%,1.8%,-5%,
O=C(CN1C(=O)NC(CCc2ccccc2)C1=O)Nc1ccc(F)c(F)c1F (stereo not drawn),-8%,-4%,-8%,8.4%,.,
Cc1cnc(NC(=O)Cc2ccc(Br)cc2)s1,-4%,5%,4%,0.2%,-8%,
Nc1ccc(S(=O)(=O)N2CCCC2)cc1Cl,9%,9%,-14%,i,14%,
CCC(C)NC(=O)CC(NS(=O)(=O)c1ccc(Cl)cc1)c1ccco1 (stereo not drawn),-3%,4%,4%,i,5%,
O=C(Nc1ccccc1C(=O)O)c1ccc(NC(=O)C2CCCO2)cc1 (stereo not drawn),5%,-8%,6%,6.5%,-11%,
CCCC(=O)NC(c1ccc(OC)cc1)c1c(O)ccc2ccccc12 (stereo not drawn),-19%,2%,-4%,7.8%,5%,
Cc1cc(C)c(NC(=O)C2CCCN2CCC(C)C)c(C)c1 (stereo not drawn),7%,-6%,3%,i,-1%,
O=C(COc1ccccc1Cl)NNC(=O)Cn1[nH]c(=O)c2ccccc2c1=O,-10%,9%,-23%,1.8%,.,
Cc1cn(COC/C=C/c2ccccc2)c(=O)[nH]c1=O,-6%,8%,3%,i,-6%,
COc1ccc(C)cc1Nc1nnc(C)c(=O)[nH]1,-6%,2%,-16%,1.0%,-16%,
CCc1cccc(NC(=O)Cn2c(=O)c3cccn3c3ccccc32)c1,-9%,-1%,8%,1.7%,-1%,
COC(=O)[C@H](CCSC)NC(=O)NCc1ccccc1F,-4%,-1%,-10%,3.5%,4%,
O=C(Nc1nc2ccccc2[nH]1)C1CCN(S(=O)(=O)c2cccs2)CC1,1%,5%,13%,7.6%,11%,
Nn1c(SCc2cccc(F)c2)nnc1-c1ccncc1,.,-3%,2%,3.2%,0%,
CN(C)c1ccc(C(=O)NCc2ccc3c(c2)CCO3)cc1,.,-1%,3%,0.3%,-6%,
COc1ccc(C(=O)NCCOC(C)C)cc1OC1CCN(C(C)=O)CC1,2%,-1%,-2%,0.2%,3%,
COc1cccc(-c2nc(CS(=O)CC(=O)NCCc3ccccc3)c(C)o2)c1 (stereo not drawn),15%,1%,-6%,0.9%,3%,
Cc1oc(-c2ccc3c(c2)OCCO3)cc1C(=O)NCC(=O)O,-15%,5%,-9%,i,-13%,
CCSc1nnc(Cn2c(=O)sc3ccccc32)n1-c1ccc(OC)cc1,8%,0%,-34%,0.3%,0%,
COCCc1nnc(NC(=O)Cc2ccccc2)s1,-2%,0%,-6%,0.7%,5%,
Cc1cc(C)c(C#N)c(SCCN2CCCCC2)n1,-11%,2%,3%,i,7%,
COC(=O)CSc1nnc(-c2cccnc2)n1C,-10%,1%,-7%,i,8%,
C=CCn1c(-c2cccc(Cl)c2)n[nH]c1=S,-1%,-1%,-3%,3.4%,-3%,
CN(CC(=O)NC(=O)Nc1ccccc1F)Cc1ccccc1F,0%,3%,15%,1.3%,.,
COCCN(CCOC)C(=O)c1sc2nc(-c3ccccc3)cn2c1C,0%,-12%,0%,1.8%,3%,
CCOc1ccc(NC(=O)CN(C)C(=O)Cc2ccsc2)cc1OCC,-3%,-3%,-14%,i,.,
COC(=O)CCCC1=CC2=C(c3ccccc3)C(=O)C(C)(OC(=O)C3CCCC3)C(=O)C2=CN1Cc1ccco1 (stereo not drawn),0%,0%,35%,8.1%,9%,
Clc1ccccc1CNCc1ccncc1,-3%,-6%,0%,1.4%,-5%,
CCOc1ccc(CCNC(=O)CSc2ncn[nH]2)cc1OCC,-10%,-6%,-4%,1.4%,-5%,
COc1ccc(NC(=O)C2CCCN(S(=O)(=O)c3c(C)n[nH]c3C)C2)c(OC)c1 (stereo not drawn),5%,-6%,-6%,3.0%,-2%,
O=C(NCCc1cccc(Cl)c1)c1cc([N+](=O)[O-])ccc1Cl,-6%,-1%,-11%,i,-4%,
CN(C)c1ccc(/C=c2/sc3n(c2=O)NC2(c4ccccc4)N(C)C(=O)N(C)C2(c2ccccc2)N=3)cc1 (stereo not drawn),.,5%,15%,.,-7%,
O=C(COC(=O)c1cccs1)NCC1CCCO1 (stereo not drawn),-7%,-5%,0%,0.3%,-3%,
O=C(O)CCNC1C=CS(=O)(=O)C1 (stereo not drawn),.,0%,10%,0.6%,5%,
CCN(CC)S(=O)(=O)c1ccc(-c2nnc(SCC(=O)N3c4ccccc4CC3C)o2)cc1 (stereo not drawn),-3%,-11%,-4%,0.1%,10%,
CCCCNS(=O)(=O)CCNCc1ccc(OC)cc1,-22%,.,.,i,.,
COc1ccc2cc(C(C)C(=O)NC3CCC(O)CC3)ccc2c1 (stereo not drawn),-2%,-2%,3%,i,1%,
COc1ccc(OC(=O)c2cc3ccccc3o2)cc1,6%,?,i,i,3%,
CCCc1cc(=O)[nH]c(SCC)n1,-7%,9%,-11%,0.4%,1%,
CCOC(=O)CNc1nc(OCC#N)nc(N2CCOCC2)n1,26%,8%,19%,2.3%,5%,
COC(=O)CSc1ncnc2scc(-c3ccccc3)c12,10%,-3%,47%,1.6%,20%,
Cc1[nH]c2ccccc2c1C(=O)CCl,-14%,.,.,?,.,

# (further entries)
SMILES,H1N1 NS1A inhibition,H37Rv inhibition,tuberculosis growth,VEEV TC-83 Vero,Salmonella PhoP GFP,others
O=C(NC(NC(=S)N1CCOCC1)C(Cl)(Cl)Cl)c1cccc2ccccc12 (stereo not drawn),21%,12%,19%,0.4%,-6%,
O=C(CCn1c(=O)oc2ccccc21)Nc1cccc(Cl)c1,-1%,-2%,0%,0.4%,-8%,
COc1cccc(NC(=S)N2CCn3cccc3C2c2cccnc2)c1 (stereo not drawn),3%,2%,0%,1.1%,-9%,
CN1CCN(CCCNC(=O)c2ccc(CS(=O)(=O)c3ccc(Br)cc3)o2)CC1,5%,9%,1%,i,-1%,
Clc1ccc(-n2ncc3c(N4CCCC4)ncnc32)cc1,11%,-6%,29%,0.3%,10%,
COc1ccc(N2CCN(Cc3cc(=O)oc4ccc(Cl)cc34)CC2)cc1,11%,.,-4%,1.1%,-12%,
Cc1ccccc1CSc1nc2c(c(=O)[nH]1)CCC2,-13%,-1%,-1%,3.1%,-4%,
O=[N+]([O-])c1cccc(O)c1,6%,-3%,4%,i,.,
Cc1ccc(S(=O)(=O)NC(CC(C)C)C(=O)NCC(C)(C)N2CCOCC2)cc1 (stereo not drawn),-7%,11%,-9%,0.8%,8%,
COCCN(CCOC)C(=O)C12CCC(C)(C(=O)C1)C2(C)C (stereo not drawn),-7%,5%,-8%,3.4%,-10%,
CC(C)(C)OC(=O)N[C@@H](CCCCNC(=O)OCc1ccccc1)c1nnc([C@H](CCCCNC(=O)OCc2ccccc2)NC(=O)OC(C)(C)C)o1,5%,1%,-12%,0.1%,20%,
COc1ccc(NC(=S)NC(NC(=O)CF)C(Cl)(Cl)Cl)cc1[N+](=O)[O-] (stereo not drawn),11%,1%,60%,1.5%,0%,
COc1ccc(-c2n[nH]c(C(F)(F)F)c2-c2cc3ccccc3o2)c(O)c1,-1%,?,-3%,2.1%,-5%,
COc1ccccc1C(=O)NNC(=O)C(=O)NCc1ccccc1,3%,11µM*,-7%,2.2%,4%,
O=C(Nc1ccccc1)c1cn(CCBr)cn1,-14%,-4%,-1%,i,9%,
